Bcl-XL Bim block – inhibitors of Bim-Bcl-XL binding, primary screen, biochemical, multiplexed, bead flow cytometry, human Bcl-XL. AID 1007, 2008. Bcl-2-like protein 1 (Homo sapiens), Q07817. inhibition, % at 10 µM. Bim peptide-Bcl-XL binding, fluorescence. actives 0.04% (n = 190,000)
Target sequence (Q07817 whole entry, looked up): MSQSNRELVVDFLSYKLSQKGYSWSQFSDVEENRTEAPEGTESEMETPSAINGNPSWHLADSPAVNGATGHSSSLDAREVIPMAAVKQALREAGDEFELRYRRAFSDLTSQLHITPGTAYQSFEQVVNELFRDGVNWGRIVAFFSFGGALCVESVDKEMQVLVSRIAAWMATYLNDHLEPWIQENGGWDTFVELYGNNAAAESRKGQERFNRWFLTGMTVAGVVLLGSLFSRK
Cdc42 wt GTP – modulators of GTP binding to wildtype Cdc42, primary screen, biochemical, multiplex bead flow cytometry, Bodipy-GTP. percent activity (GTP binding), % at 10 µM. GST-Cdc42 beads; actives lie on both sides. Cell division control protein 42 homolog (Homo sapiens), P60953. actives 0.2% (n = 190,000);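 active = percent activity GTP binding at least 20 points away from the 100% baseline, either down as inhibitor or up as activator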;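 also: median bead fluorescence of bound Bodipy-FL-GTP at 100 nM; 0% = excess unlabeled GTP control and 100% = no compound control; below 100% means less GTP binding so inhibitor and above means activator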
Target sequence (P60953 whole entry, looked up): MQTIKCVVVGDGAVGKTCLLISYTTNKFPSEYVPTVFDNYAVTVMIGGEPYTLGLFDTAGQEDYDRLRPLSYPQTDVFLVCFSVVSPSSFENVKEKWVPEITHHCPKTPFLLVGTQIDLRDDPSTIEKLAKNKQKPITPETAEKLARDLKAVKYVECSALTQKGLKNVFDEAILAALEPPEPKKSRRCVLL
Rac1 wt GTP bind – wildtype Rac1 GTP binding modulators, primary screen, biochemical, GST-Rac1 beads, flow cytometry, multiplex | fluorescent GTP binding; actives lie on both sides; 0 = cold GTP competed, 100 = untreated | GTP binding activity (% of control), % at 10 µM | actives 0.27% (n = 190,000);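 active = GTP binding activity at least 20 points away from the 100% control level, either lower or higher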
Bim-Bcl-W – inhibitors of Bim binding to Bcl-W, primary screen, biochemical, multiplexed, bead-based flow cytometry; Bcl-2-like protein 2 (Homo sapiens), Q92843; Bim peptide-Bcl-W binding; inhibition, % at 10 µM; actives 0.02% (n = 190,000);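 also: 0% = bound tracer without compound and 100% = peptide blocker; higher means less fluorescent Bim peptide bound to Bcl-W beads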
Target sequence (Q92843 whole entry, looked up): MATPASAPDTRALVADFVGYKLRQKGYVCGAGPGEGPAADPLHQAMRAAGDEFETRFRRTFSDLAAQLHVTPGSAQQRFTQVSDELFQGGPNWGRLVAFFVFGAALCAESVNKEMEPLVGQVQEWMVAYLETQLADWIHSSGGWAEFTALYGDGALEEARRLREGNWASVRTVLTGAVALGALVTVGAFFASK
Rac1 act GTP bind – GTP binding modulators of activated mutant Rac1, primary screen, biochemical, bead-based flow cytometry, multiplex, fluorescent GTP. Ras-related C3 botulinum toxin substrate 1 (Homo sapiens), P63000. GST-Rac1 activated beads; actives lie on both sides; 100% means binding = to untreated wells. percent activity (GTP binding), % at 10 µM. actives 0.11% (n = 190,000);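 active = GTP binding at least 20 percentage points away from the 100% baseline, in either direction, so actives lie on both sides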
Bim-Bcl-B – inhibitors of Bim-Bcl-B binding, primary screen, biochemical, multiplexed, human Bcl-2 family | AID 951, 2007 | inhibition, % at 10 µM | Bcl-2-like protein 10 (Homo sapiens), Q9HD36 | bead-based flow cytometry, Bim peptide-Bcl-B binding | actives 0.073% (n = 190,000);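 also: 0% = tracer peptide without compound and 100% = reference inhibitor peptide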
Target sequence (Q9HD36 whole entry, looked up): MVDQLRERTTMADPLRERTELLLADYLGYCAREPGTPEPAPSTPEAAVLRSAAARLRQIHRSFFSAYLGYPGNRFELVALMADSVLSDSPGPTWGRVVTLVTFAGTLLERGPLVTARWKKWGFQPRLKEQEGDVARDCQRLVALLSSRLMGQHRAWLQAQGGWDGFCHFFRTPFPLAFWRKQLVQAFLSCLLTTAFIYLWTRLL
Bcl-2 Bim block – inhibitors of Bim-Bcl-2 binding, primary screen, biochemical, multiplexed, human Bcl-2 family. Apoptosis regulator Bcl-2 (Homo sapiens), P10415. Bead-based flow cytometry, Bim peptide-Bcl-2 binding. inhibition, % at 10 µM. actives 0.06% (n = 190,000); in the data active = inhibition above about 40%;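 also: 0% = no compound wells with probe peptide and 100% = reference peptide inhibitor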
Target sequence (P10415 whole entry, looked up): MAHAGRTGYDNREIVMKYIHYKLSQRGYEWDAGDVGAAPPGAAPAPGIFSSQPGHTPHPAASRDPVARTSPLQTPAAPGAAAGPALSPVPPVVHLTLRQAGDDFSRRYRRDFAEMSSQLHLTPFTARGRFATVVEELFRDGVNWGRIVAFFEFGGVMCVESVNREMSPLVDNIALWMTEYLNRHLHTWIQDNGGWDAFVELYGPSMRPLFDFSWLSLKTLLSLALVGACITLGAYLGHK
HRas wt GTP bind – modulators of GTP binding to HRas wildtype, primary screen, biochemical, bead-based flow cytometry, multiplex. GTPase HRas (Homo sapiens), P01112. GST-Ras wt beads, Bodipy-FL-GTP binding; actives lie on both sides. GTP binding activity, % at 10 µM. actives 0.14% (n = 190,000). AID 759, 2007;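 active = GTP binding activity at least 20% away from the 100% baseline, either lowered as inhibitor or raised as activator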;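 also: 0% = unlabeled GTP competition control and 100% = no-compound control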
Bfl-1 Bim block – inhibitors of Bim binding to Bfl-1, primary screen, biochemical, multiplexed, bead-based flow cytometry; Bcl-2-related protein A1 (Homo sapiens), Q16548; Bim-Bfl-1 binding inhibition; inhibition, % at 10 µM; actives 0.12% (n = 190,000); AID 1008, 2008;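 also: 0% = wells without compound plus tracer and 100% = blocker peptide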
Rab2A wt mod – modulators of GTP binding to Rab2A wildtype, primary screen, biochemical, dog, bead-based flow cytometry, multiplex | GTP binding activity, % at 10 µM | actives 0.19% (n = 190,000) | Ras-related protein Rab-2A (Canis lupus familiaris), P61105 | GST-Rab2 wt beads, Bodipy-GTP binding;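 active = GTP binding activity at least 20 points away from 100%, either lowered or raised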;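 also: 0% = beads with excess unlabeled GTP and 100% = no-compound control corrected for plate trend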
Rab7 wt modul – modulators of GTP binding to Rab7, primary screen, biochemical, wildtype, multiplex bead flow cytometry; Rab7 GTPase wild type (dog), Bodipy-FL-GTP binding; GST-Rab7 beads, fluorescent GTP binding; actives lie on both sides; untreated = 100%, excess cold GTP = 0%; GTP binding activity (percent of control), % at 10 µM; actives 0.055% (n = 190,000);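 active = fluorescent GTP binding to Rab7 beads changed by at least 20 points from the 100% baseline, either direction, mostly lower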;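 also: median green fluorescence of bound Bodipy-FL-GTP per Rab7 bead population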
* = called active by the depositor; [ ] = dose if it differs, or a comment. Rule as the data show it, unless noted: active = inhibition above about 40%.

no.	canonical_smiles	Bim-Bcl-W	Bcl-XL Bim block	Rac1 act GTP bind	Rac1 wt GTP bind	Bcl-2 Bim block	Bfl-1 Bim block	Rab7 wt modul	Cdc42 wt GTP	Rab2A wt mod	Bim-Bcl-B	HRas wt GTP bind
1	CCN1C(C#N)=C(C#N)N=C(C)CC1(C)C	0.0	-1.0	95.0	104.0	1.0	-6.0	108.0	97.0	99.0	-4.0	100.0
2	COc1ccc(CCNC(=O)CNS(=O)(=O)c2ccc(Br)s2)cc1OC	-1.0	-3.0	97.0	103.0	-1.0	-5.0	100.0	104.0	100.0	-2.0	102.0
3	CS(=O)(=O)N(Cc1ccccc1)c1ccc(C(=O)N2CCN(c3cccc(Cl)c3)CC2)cc1	-2.0	-3.0	102.0	102.0	-7.0	-2.0	99.0	107.0	106.0	-7.0	104.0
4	CCOC(=O)c1coc(CNC(=O)c2c(C)oc3c2CCCC3)c1	0.0	0.0	96.0	99.0	3.0	0.0	101.0	98.0	98.0	0.0	102.0
5	O=C(CSc1nc(-c2ccccc2)c(-c2ccccc2)[nH]1)NCc1ccco1	-1.0	-6.0	99.0	98.0	-10.0	-8.0	97.0	97.0	98.0	-8.0	97.0
6	Brc1ccc(NCc2cccc3ccccc23)nc1	-2.0	-10.0	97.0	102.0	-18.0	-19.0	102.0	95.0	100.0	-9.0	99.0
7	COc1cccc(-n2nnc3c(=O)n(CC(=O)Nc4ccccc4C)cnc32)c1	1.0	3.0	95.0	103.0	2.0	-3.0	113.0	100.0	102.0	2.0	101.0
8	Cc1ccc(-c2onc3ccc(C4(C)OCCO4)cc23)cc1	1.0	4.0	101.0	101.0	-6.0	-12.0	102.0	101.0	100.0	-5.0	100.0
9	Cc1cccc(NC(=S)N(CCN2CCOCC2)Cc2cc3cc4c(cc3[nH]c2=O)OCCO4)c1	1.0	0.0	98.0	96.0	-1.0	-5.0	104.0	95.0	98.0	-3.0	99.0
10	CCOC(=O)C1CCCN(C(=O)c2cncc(Br)c2)C1 (stereo not given)	-2.0	-6.0	101.0	107.0	-9.0	-18.0	102.0	101.0	102.0	-11.0	102.0
11	COC(=O)CCn1[nH]c(=O)c2ccccc2c1=O	-3.0	-4.0	99.0	103.0	-3.0	0.0	95.0	100.0	97.0	-5.0	98.0
12	COc1ccccc1NC(=S)N1CCN(C(=O)c2ccco2)CC1	-1.0	-2.0	98.0	99.0	-2.0	-4.0	97.0	100.0	99.0	-2.0	101.0
13	CC(=O)c1cc(CN2CCN(Cc3ccc(C)cc3)C(CCO)C2)cs1 (stereo not given)	-2.0	-4.0	94.0	99.0	-4.0	-9.0	104.0	97.0	98.0	-2.0	99.0
14	COC(=O)c1cccc(NC(=O)CSc2nnc(C)n2C)c1	-2.0	-2.0	97.0	100.0	-6.0	-7.0	99.0	100.0	100.0	-4.0	95.0
15	NC(=O)COc1ccc(/C=N/NS(=O)(=O)c2ccccc2)cc1	-3.0	-5.0	97.0	100.0	-5.0	-7.0	111.0	96.0	99.0	-7.0	98.0
16	Cc1ccc(C(C(=O)NC2CCCCC2)N2CCC3(CC2)OCCO3)cc1 (stereo not given)	-5.0	-11.0	99.0	106.0	-11.0	-21.0	100.0	104.0	99.0	-10.0	102.0
17	Cc1ccc(C)c(CSc2ncccc2C(=O)O)c1	-3.0	-5.0	126.0*[activator]	144.0*[activator]	-1.0	-5.0	114.0	132.0*[activator]	114.0	-7.0	113.0
18	Cc1ccccc1NC(=O)N(C(C)C)C(C)C	0.0	0.0	98.0	103.0	2.0	0.0	104.0	101.0	102.0	-2.0	101.0
19	Cc1ccc(S(=O)(=O)N2CCC(C(=O)NCC3CCCO3)CC2)cc1 (stereo not given)	1.0	-7.0	98.0	111.0	-8.0	-9.0	107.0	102.0	102.0	-5.0	104.0
20	CCc1nnc(NC(=O)CSc2nnc(CNC(=O)c3ccc(OC)c(OC)c3)o2)s1	1.0	0.0	91.0	96.0	0.0	-1.0	109.0	96.0	99.0	1.0	97.0
21	CCNC(=O)CN(C1CCCCC1)S(C)(=O)=O	-5.0	-8.0	102.0	104.0	-6.0	-17.0	98.0	103.0	101.0	-10.0	102.0
22	O=C(C1CC1)N1CCN=C1SCc1ccc(Cl)cc1	0.0	4.0	97.0	106.0	-2.0	0.0	101.0	103.0	101.0	3.0	102.0
23	O=C(c1ccc(Cl)cc1)c1cnc2ccccn12	4.0	2.0	99.0	104.0	-7.0	-9.0	102.0	100.0	102.0	-5.0	102.0
24	CC(SC1=NCCS1)C(=O)Nc1nnc(-c2ccc(Cl)cc2)s1 (stereo not given)	-3.0	-5.0	97.0	102.0	-4.0	-7.0	97.0	101.0	97.0	-6.0	98.0
25	Cc1cccc(C(=O)NCCc2ccc(S(N)(=O)=O)cc2)c1[N+](=O)[O-]	0.0	-2.0	101.0	107.0	-2.0	0.0	97.0	104.0	97.0	-2.0	98.0
26	Cc1cccc(NC(=O)c2sc(-c3ccccc3)nc2-c2ccc([N+](=O)[O-])cc2)c1	-1.0	-3.0	99.0	107.0	0.0	0.0	99.0	106.0	99.0	-2.0	99.0
27	CCOC(=O)CSC1=Nc2ccccc2C2=NC(CC(=O)NCc3ccc(OC)cc3)C(=O)N12 (stereo not given)	-4.0	-12.0	101.0	108.0	-12.0	-15.0	100.0	106.0	101.0	-6.0	101.0
28	CCOC(=O)C(NC(=O)OC(C)C)(Nc1nccs1)C(F)(F)F (stereo not given)	6.0	-3.0	101.0	106.0	0.0	-10.0	101.0	105.0	101.0	-2.0	102.0
29	O=C(O)c1ccccc1-c1csc(-c2ccccc2)n1	-1.0	2.0	98.0	105.0	-1.0	-3.0	109.0	102.0	105.0	0.0	103.0
30	C=CCSc1nnc2c(n1)OC(c1cccnc1)N(C(C)=O)c1ccccc1-2 (stereo not given)	0.0	1.0	96.0	101.0	-7.0	-9.0	100.0	96.0	97.0	-5.0	98.0
31	O=C(CSc1ncn[nH]1)NCc1ccccc1	0.0	-1.0	96.0	101.0	0.0	0.0	99.0	102.0	101.0	1.0	100.0
32	CC(=O)N1CCN(Cc2nc3cc(NC(=O)Nc4ccccc4)ccc3n2C)CC1	-2.0	-3.0	95.0	97.0	0.0	-5.0	96.0	100.0	94.0	-5.0	96.0
33	Cc1ccc(S(=O)(=O)Nc2ccc(N=Nc3ccc(O)cc3)cc2)cc1	6.0	4.0	104.0	107.0	6.0	6.0	102.0	101.0	106.0	2.0	104.0
34	COc1ccc(-c2oc3ncnc(N)c3c2-c2ccccc2)cc1	0.0	-1.0	98.0	98.0	4.0	1.0	97.0	96.0	99.0	0.0	98.0
35	COCCCNC(=O)c1ccc(Cn2c(=O)c3ccccc3n(Cc3ccccc3C)c2=O)cc1	1.0	-1.0	101.0	104.0	-7.0	-10.0	97.0	102.0	99.0	-8.0	100.0
36	C/C(CCc1oc2ccc(Cl)cc2c1-c1ccc(C)o1)=N\O	0.0	-4.0	102.0	110.0	1.0	3.0	97.0	100.0	97.0	-2.0	100.0
37	Cc1ccccc1NC(=O)CSc1nnc(Cc2ccccc2)o1	-8.0	-8.0	101.0	100.0	-4.0	0.0	93.0	102.0	99.0	-13.0	98.0
38	CN(C)/C=N/c1ncc(-c2ncc(C(F)(F)F)cc2Cl)cn1	0.0	-1.0	96.0	98.0	-1.0	-4.0	103.0	103.0	100.0	-4.0	100.0
39	CN1C(=O)C(CC(=O)NCC2CCCCC2)SC1=Nc1ccccc1 (stereo not given)	-1.0	-5.0	94.0	100.0	-3.0	-8.0	98.0	96.0	91.0	-5.0	97.0
40	Cc1sc(-n2c(C)ccc2C)c(C#N)c1C	2.0	-4.0	99.0	103.0	-8.0	12.0	97.0	101.0	99.0	-29.0	101.0
41	CCCC1CCC(=NNS(=O)(=O)c2ccc(C)c([N+](=O)[O-])c2)CC1 (stereo not given)	-6.0	-10.0	94.0	95.0	-5.0	-9.0	97.0	93.0	92.0	-8.0	96.0
42	CCOC(=O)Cn1c(C)cc(COC)c(C#N)c1=O	2.0	0.0	99.0	98.0	-4.0	-6.0	99.0	101.0	99.0	-3.0	97.0
43	O=C(Cn1ccc([N+](=O)[O-])n1)N1CCCc2ccccc21	-2.0	-17.0	94.0	97.0	-13.0	-11.0	95.0	100.0	96.0	-9.0	97.0
44	CCn1c(CNC(=O)c2ccc(OC)c(OC)c2)nnc1SCC(=O)c1ccc(OC)cc1	0.0	-2.0	98.0	101.0	-6.0	-13.0	95.0	98.0	95.0	-3.0	96.0
45	O=C(COC(=O)Cn1cnc2ccccc21)Nc1ccc2c(c1)OCCO2	2.0	-4.0	102.0	107.0	-6.0	-11.0	106.0	103.0	106.0	-6.0	103.0
46	Cc1ccccc1NC(=S)N1CCN(Cc2ccc3c(c2)OCO3)CC1	-6.0	-11.0	100.0	101.0	-10.0	-14.0	105.0	101.0	101.0	-8.0	100.0
47	Cc1cc(-n2c(C)cc(C(=O)COc3ccc([N+](=O)[O-])cc3)c2C)no1	2.0	-2.0	97.0	97.0	-1.0	-4.0	98.0	102.0	100.0	-1.0	96.0
48	Cc1cc(C)c(S(=O)(=O)c2ccccc2)c(Cl)n1	-3.0	-20.0	93.0	95.0	2.0	3.0	94.0	95.0	95.0	0.0	94.0
49	CCN(CCn1cccn1)Cc1nc(-c2ccc(OC)cc2)no1	2.0	-1.0	95.0	100.0	-2.0	-3.0	104.0	98.0	98.0	0.0	97.0
50	Cc1cc(C)nc(NCC(O)CNc2ccccc2C)n1 (stereo not given)	0.0	-6.0	99.0	106.0	-6.0	-15.0	101.0	99.0	100.0	-14.0	103.0

A different layout for 3 compounds above:
Values in the order – Bim-Bcl-W | Bcl-XL Bim block | Rac1 act GTP bind | Rac1 wt GTP bind | Bcl-2 Bim block | Bfl-1 Bim block | Rab7 wt modul | Cdc42 wt GTP | Rab2A wt mod | Bim-Bcl-B | HRas wt GTP bind
(44) CCn1c(CNC(=O)c2ccc(OC)c(OC)c2)nnc1SCC(=O)c1ccc(OC)cc1
 : 0.0 | -2.0 | 98.0 | 101.0 | -6.0 | -13.0 | 95.0 | 98.0 | 95.0 | -3.0 | 96.0
(39) CN1C(=O)C(CC(=O)NCC2CCCCC2)SC1=Nc1ccccc1 (stereo not given)
 : -1.0 | -5.0 | 94.0 | 100.0 | -3.0 | -8.0 | 98.0 | 96.0 | 91.0 | -5.0 | 97.0
(48) Cc1cc(C)c(S(=O)(=O)c2ccccc2)c(Cl)n1
 : -3.0 | -20.0 | 93.0 | 95.0 | 2.0 | 3.0 | 94.0 | 95.0 | 95.0 | 0.0 | 94.0

Screening data as filed in PubChem.
